ANO1 block: TMEM16A chloride channel inhibitors, primary screen, cell-based, HTS | Anoctamin-1 (Mus musculus), Q8BHY3 | normalized B-score (activity score, 25-100; higher = stronger inhibition) at 10 µM | 310,000 compounds, 1.2% hits | HEK293 TMEM16A/YFP iodide influx fluorescence, ionomycin;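 active = ratio plate-corrected score three or more library SD toward inhibition, starting fluorescence score within five deviations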;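 also: score derived from kinetic fluorescence span divided by baseline fluorescence per well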
TRPC4 PAM: positive allosteric modulators of TRPC4, primary screen, cell-based, mouse TRPC4beta, HEK293 mu-opioid, Fluo-4 calcium; Short transient receptor potential channel 4 (Mus musculus), Q9QUQ5; DAMGO EC20, Fluo-4 Ca2+ flux; active compounds read high; B-score at 10 µM; 310,000 compounds, 0.42% hits; AID 2227, 2009;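 active = B-score of calcium response area above 5 SD of library B-scores, with initial fluorescence ratio within 5 SD of library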;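 also: B-score of integrated fluorescence ratio over time as area under calcium response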
MrgX1 ag: agonists of human MrgX1 receptor, primary screen, HEK293 cells, Fluo-4 calcium flux; 310,000 compounds, 0.44% hits; AID 588627, 2011; Fluo-4 calcium fluorescence, agonist mode; active compounds read high; B-score at 10 µM;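 active = calcium response B-score plate-corrected fluorescence ratio at least 3 library SD, with starting fluorescence B-score inside 5 SD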
Target sequence (Q96LB2 whole entry, looked up): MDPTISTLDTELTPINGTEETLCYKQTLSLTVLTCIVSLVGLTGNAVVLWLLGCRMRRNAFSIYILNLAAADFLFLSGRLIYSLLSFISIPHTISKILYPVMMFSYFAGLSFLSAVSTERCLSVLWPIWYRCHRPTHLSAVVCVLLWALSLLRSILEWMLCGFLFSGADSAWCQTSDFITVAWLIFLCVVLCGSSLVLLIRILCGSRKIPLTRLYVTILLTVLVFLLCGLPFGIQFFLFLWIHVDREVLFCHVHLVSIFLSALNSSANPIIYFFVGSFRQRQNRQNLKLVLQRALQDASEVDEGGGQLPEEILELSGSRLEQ
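times = overnight plating, then 30 min 37 °C plus 30 min room-temperature dye loading | assay system = stable human MrgX1 HEK293 cell line | input = fifteen thousand cells per well | signal = kinetic calcium dye fluorescence, Fluo-4 NW | dosing = compound delivered in addition one of three | read-out = B-scored fluorescence response ratio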
TRPC4 inh: inhibitors of mouse TRPC4 channel, primary screen, Fluo4 calcium, HEK293 TRPC4beta/mu-opioid cells | Short transient receptor potential channel 4 (Mus musculus), Q9QUQ5 | DAMGO-evoked Fluo4 calcium flux; active compounds read low | B-score at 10 µM | 300,000 compounds, 0.39% hits | AID 2247, 2010;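 active = B-score over 3 SD under the library average, no early fluorescence shift, positive overall ratio signal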
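System: stable TRPC4beta/mu-opioid receptor HEK293 cells; Dosing: single-point compound dosing; Measured by: Fluo4 Ca2+ flux fluorescence; Read-out basis: per-well B score of integrated baseline-normalized Fluo4 ratio.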
RGS4 inh: RGS4 inhibitors, primary screen, cell-based, HEK293 M3R inducible RGS4, calcium flux | AID 463165, 2010 | Fluo-4 calcium flux; active compounds read high; triggered by carbachol at its EC20 | 310,000 compounds, 0.45% hits | Regulator of G-protein signaling 4 (Homo sapiens), P49798 | B-score at 10 µM;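 active = B-score, a plate-corrected calcium signal, over three deviations above library mean, with baseline fluorescence within five deviations of library mean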;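 also: RGS4 expression induced by doxycycline in cells with stable M3 receptor; B-score is computed from the integrated fluorescence ratio over baseline after carbachol; higher B-score means a larger calcium signal and so more RGS4 inhibition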
Target sequence (P49798 whole entry, looked up): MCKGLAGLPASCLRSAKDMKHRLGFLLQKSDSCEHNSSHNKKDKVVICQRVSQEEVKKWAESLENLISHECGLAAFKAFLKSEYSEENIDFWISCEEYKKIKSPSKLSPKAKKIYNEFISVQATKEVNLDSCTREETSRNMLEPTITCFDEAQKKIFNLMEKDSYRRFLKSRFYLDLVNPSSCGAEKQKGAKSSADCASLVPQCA
TRPC4 agonist: activators of mouse TRPC4 channel, primary screen, Fluo4 calcium, HEK293 TRPC4beta/mu-opioid cells; AID 2237, 2010; Fluo4 calcium fluorescence; active compounds read high; 310,000 compounds, 0.49% hits; B-score at 10 µM; Short transient receptor potential channel 4 (Mus musculus), Q9QUQ5;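 active = B-score above 5 SD of library B-scores, and initial fluorescence ratio not above library mean plus 5 SD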;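 also: positive B-score marks a calcium rise read as TRPC4 activation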
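Assay system: HEK293 cells stably co-expressing mouse TRPC4beta and mu-opioid receptor / Timing: Fluo4 dye loading 45 min at room temperature, 110 s recording / Signal: Fluo4 calcium-sensitive dye fluorescence, kinetic, 1 Hz baseline / Read-out: integrated baseline-normalised fluorescence ratio, converted to per-well B score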
TRPC6 act: mouse TRPC6 channel activators, primary screen, cell-based, HEK293, membrane potential dye | B-score at 10 µM | Short transient receptor potential channel 6 (Mus musculus), Q61143 | HEK293-TRPC6 membrane potential dye fluorescence; active compounds read high | AID 2550, 2010 | 310,000 compounds, 0.13% hits;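 active = B-score of the integrated fluorescence ratio above library mean plus 3 SD, and starting fluorescence ratio within library mean plus 5 SD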;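 also: higher score means more depolarization so channel activation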
MrgX1 allo act: positive allosteric modulators of MrgX1, primary screen, HEK293 cells, Fluo-4 calcium flux; Mas-related G-protein coupled receptor member X1 (Homo sapiens), Q96LB2; FDSS; active compounds read high; B-score at 10 µM; 310,000 compounds, 0.63% hits; AID 588675, 2011;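 active = plate-corrected calcium response at least 3 library SD above typical, normal starting fluorescence, not activating the receptor alone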;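 also: compound read alongside a low EC10 to EC30 dose of BAM8-22 agonist; peak minus trough fluorescence over baseline measured at the second addition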
MrgX1 antag: antagonists of human MrgX1 receptor, primary screen, HEK293 cells, Fluo-4 calcium flux; Mas-related G-protein coupled receptor member X1 (Homo sapiens), Q96LB2; BAM8-22 antagonism; active compounds read low; B-score at 10 µM; 310,000 compounds, 1.3% hits;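 active = calcium-response B-score plate-corrected more than 3 library SD below zero, starting fluorescence within 5 deviations, no agonist response on first addition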;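 also: peak minus trough fluorescence over baseline after final BAM8-22 challenge near maximal dose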
TMEM16A act: TMEM16A chloride channel activators or potentiators, primary screen, cell-based, HTS | AID 623877, 2012 | B-score at 10 µM | 340,000 compounds, 0.3% hits | HEK293 TMEM16A/YFP-H148Q/I152L, iodide quench fluorescence; active compounds read low;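 active = fluorescence-ratio B-score plate-corrected deviation score at least 3 library SD below zero, with starting fluorescence score within 5 deviations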;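 also: channel opened by trigger with iodide after compound preincubation; score built on the fluorescence ratio of max minus min over baseline; more negative score means more quench and so TMEM16A activation or potentiation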
TRPC6 inhibitor: mouse TRPC6 channel inhibitors, primary screen, cell-based, HEK293, membrane potential dye. B-score at 10 µM. AID 2553, 2010. 310,000 compounds, 1.1% hits. Short transient receptor potential channel 6 (Mus musculus), Q61143. ACh-evoked depolarization; active compounds read low;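 active = B-score under library mean minus 3 SD, initial fluorescence not abnormally high, positive integrated signal ratio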;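 also: B-score derived from integrated fluorescence ratio over the kinetic read; more negative B-score means stronger inhibition of depolarization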
The depositor's hits bear a star; i = inactive; nt = no result given.

Value order: ANO1 block | TRPC4 PAM | MrgX1 ag | TRPC4 inh | RGS4 inh | TRPC4 agonist | TRPC6 act | MrgX1 allo act | MrgX1 antag | TMEM16A act | TRPC6 inhibitor
1. CC1CC1C(=O)OCC(=O)NNC(=O)COc1ccc(Br)cc1 (configuration not stated)
→ i | i | i | i | i | i | i | i | -6.5* | i | i
2. Cc1ccc(C(C(=O)NCc2ccccc2)N(C(=O)c2csnn2)c2cccc3ccccc23)o1 (configuration not stated)
→ i | i | i | i | i | i | i | i | i | i | i
3. COc1ccc(-c2csc(NC(=O)C3COc4ccccc4O3)n2)cc1OC (configuration not stated)
→ i | i | i | i | i | i | i | i | i | i | i
4. CSc1ccccc1NC(=O)c1cccs1
→ i | i | i | i | i | i | i | i | i | i | i
5. CN1CCN(S(=O)(=O)c2csc(C(N)=O)c2)CC1
→ i | i | i | i | i | i | i | i | i | i | i
6. COc1ccccc1CCC(=O)NNC(=O)c1ccccc1
→ i | i | i | i | i | i | i | i | i | i | i
7. COc1ccc(Br)cc1CN(C)C(=O)c1ccncc1
→ i | i | i | i | i | i | i | i | i | i | i
8. COc1ccc(C2c3[nH]c4ccccc4c3CCN2C(=O)c2cn3ccccc3n2)c(F)c1 (configuration not stated)
→ i | i | i | i | i | i | i | i | i | i | i
9. CCc1cc2c(=O)oc(-c3ccccc3F)nc2s1
→ i | i | i | i | i | i | i | i | i | i | i
10. CC(C)c1ccc(/C=C2\C(=N)N3N=C(CC(=O)N4CCCCC4)SC3=NC2=O)cc1
→ i | i | i | i | i | i | i | i | i | i | i
11. CC(NC(=O)COC(=O)/C=C/c1cccc(C(F)(F)F)c1)c1ccccc1 (configuration not stated)
→ i | i | i | i | i | i | i | i | i | i | i
12. O=C1OC(N2C(=O)CC[C@H]2C(=O)Nc2ccc(Br)cc2F)c2ccccc21 (some centres not stated)
→ i | i | i | i | i | i | i | i | i | i | i
13. CCn1c(=S)sc2c(=O)n(CC(=O)Nc3cccc(OC)c3)c(C)nc21
→ i | i | i | i | i | i | i | i | i | i | i
14. CCOC(=O)C1C(=O)CC(C)(O)C(C(=O)OCC)C1c1ccccc1OC (configuration not stated)
→ i | i | i | i | i | i | i | i | i | i | i
15. Oc1c(Br)cc(C=Nc2ccc3nc(-c4ccccc4)[nH]c3c2)c(O)c1Br
→ i | i | i | i | i | i | i | i | i | i | i
16. CN(CC(=O)NC(c1ccccc1)c1ccccc1)Cc1nc2ccccc2c(=O)[nH]1
→ i | i | i | i | i | i | i | i | i | i | i
17. O=C(Nc1ccc(OC(=O)c2cccs2)cc1)c1ccco1
→ i | i | i | i | i | i | i | i | i | i | i
18. COc1cc(/C=N\Nc2ccc([N+](=O)[O-])cc2)ccc1OCC(=O)Nc1ccc(C)c(C)c1
→ nt | i | nt | i | i | i | i | nt | nt | i | i
19. Cc1ccc(/C(O)=C2/C(=O)C(=O)OC2c2ccc(Cl)cc2)cc1 (configuration not stated)
→ i | i | i | i | i | i | i | i | i | i | i
20. CSc1ccccc1-c1nnc(-c2ccc(Cl)cc2Cl)o1
→ i | i | i | i | i | i | i | i | i | i | i
21. O=C(N/N=C/c1ccccc1C(=O)O)c1cccc(S(=O)(=O)Nc2cc(Cl)ccc2Cl)c1
→ i | i | i | i | i | i | i | i | i | i | i
22. COc1ccc(NC(=O)CSc2nc3c(c(=O)n2-c2ccccc2)SCC3)c(OC)c1
→ i | i | i | i | i | i | i | i | i | i | i
23. Cc1ccc(NC(=O)CSc2n[nH]c(C)c2[N+](=O)[O-])cc1
→ i | i | i | i | i | i | i | i | i | i | i
24. Cc1cc(C)c2c(N)c(S(=O)(=O)c3ccccc3)sc2n1
→ i | i | i | i | i | i | i | i | i | i | i
25. Cc1cccc(NC2=NCC(=O)N2Cc2cccs2)c1
→ i | i | i | i | i | i | i | i | i | i | i
26. O=C(Nc1ccccc1)N(Cc1ccc2c(c1)OCO2)Cc1nc2ccccc2c(=O)[nH]1
→ i | i | i | i | i | i | i | i | i | i | i
27. O=[N+]([O-])c1ncn(C23CC4CC(CC(C4)C2)C3)n1
→ i | i | i | i | i | i | i | i | i | i | i
28. NC(=O)CCCc1nc(-c2ccccc2Cl)no1
→ i | i | i | i | i | i | i | i | i | i | i
29. Cc1ccccc1-n1c(-c2ccc3ccccc3n2)n[nH]c1=S
→ i | i | i | i | i | i | i | i | i | i | i
30. O=C(NCc1ccncc1)Nc1cccc(Cl)c1
→ i | i | i | i | i | i | i | i | i | i | i
31. Cc1c(NC(=O)C(C)c2ccc(CC(C)C)cc2)c(=O)n(-c2ccccc2)n1C (configuration not stated)
→ i | i | i | i | i | i | i | i | i | i | i
32. C=CCOc1cccc(C2/C(=C(/O)c3ccccc3)C(=O)C(=O)N2CCN2CCOCC2)c1 (configuration not stated)
→ i | i | i | i | i | i | i | i | i | i | i
33. CCOC(=O)C1CCN(CCC(=O)Nc2ccc(C)cc2)CC1
→ i | i | i | i | i | i | i | i | i | i | i
34. CCCn1c(COc2ccc(C(=O)O)cc2)nc2ccccc21
→ i | i | i | i | i | i | i | i | i | i | i
35. O=C(Nc1cccc(-n2cnnn2)c1)C1CCCN(Cc2cccc(C(F)(F)F)c2)C1 (configuration not stated)
→ i | i | i | i | i | i | i | i | i | i | i
36. O=C(c1ccc(S(=O)(=O)N2CCCCC2)cc1)N1CCN=C1SCc1cccnc1
→ i | nt | i | nt | nt | nt | nt | i | i | i | nt
37. Cc1cccc(NC(=O)Cn2c(=O)oc3ccccc32)n1
→ i | i | i | i | i | i | i | i | i | i | i
38. COc1ccc(CNC(=O)COC(=O)C2=COCCO2)cc1
→ i | i | i | i | i | i | i | i | i | i | i
39. CCCCOC(=O)CSC1=C(C#N)C(c2ccccc2OC)C(C#N)C(=O)N1 (configuration not stated)
→ i | i | i | i | i | i | i | i | i | i | i
40. CC(C)OC(=O)CSc1nc2cc3c(cc2cc1C#N)OCO3
→ i | i | i | i | i | i | i | i | i | i | i
41. CCO[C@H]1OC(C(=O)NCc2ccccc2)=C[C@@H](c2ccc3c(c2)OCO3)[C@@H]1CCCO
→ i | i | i | i | i | i | i | i | i | i | i
42. O=c1[nH]ncc2c3ccccc3n(Cc3ccccc3F)c12
→ i | i | i | i | i | i | i | i | i | i | i
43. N#C/C(=C\c1ccccc1)C(=O)Nc1ccccn1
→ i | i | i | i | i | i | i | i | i | i | i
44. O=C(CNC(=O)c1sc2ccccc2c1Cl)NCc1ccccc1
→ i | i | i | i | i | i | i | i | i | i | i
45. O=C(NCc1cccnc1)c1ccccc1NS(=O)(=O)c1ccc(F)cc1F
→ i | i | i | i | i | i | i | i | i | i | i
46. O=C(COc1coc(CN2CCN(c3ccccc3)CC2)cc1=O)NC1CCCC1
→ i | i | i | i | i | i | i | i | i | i | i
47. COc1cccc(C(=O)NCCS(=O)(=O)NCCCc2ccccc2)c1
→ i | i | i | i | i | i | i | i | i | i | i
48. O=C(CN1CCOCC1)Nc1c2c(nc3ccccc13)N(Cc1ccccc1)CC2
→ i | i | i | i | i | i | i | i | i | i | i
49. Cc1cccn2c(=O)c3cc(C(=O)NCCN4CCOCC4)c(=N)n(Cc4ccc(F)cc4)c3nc12
→ i | i | i | i | i | i | i | i | i | i | -5.6*
50. O=C(O)c1cccc(CSc2nc(-c3ccc(Cl)cc3)cc(C(F)(F)F)n2)c1
→ i | i | i | i | i | i | i | i | i | i | i
51. O=C(NCCCN1CCCC1=O)c1sc2ccccc2c1Cl
→ i | i | i | i | i | i | i | i | i | i | i
52. Cc1nc(C(=O)NCC(=O)c2ccccc2)c(C(F)(F)F)o1
→ i | i | i | i | i | i | i | i | i | i | i
53. CCOC(=O)Cn1c(=O)n(Cc2ccco2)c(=O)c2ccc(C(=O)NC3CCCC3)cc21
→ i | i | i | i | i | i | i | i | i | i | i
54. O=C(COc1ccccc1)NCCSCc1ccc(Cl)cc1
→ i | i | i | i | i | i | i | i | i | i | i
55. CCCCN(C(=O)CCC(=O)Nc1cc(C)on1)C(C(=O)NC(C)(C)C)c1ccccc1Cl (configuration not stated)
→ i | i | i | i | i | i | i | i | i | i | i
56. CC1CCCCC1NC(=O)c1ccc(CSc2nc3ccncc3[nH]2)cc1 (configuration not stated)
→ i | i | i | i | i | i | i | i | i | i | i
57. O=C(C1=C(O)C(=O)N(c2nccs2)C1c1ccccc1)c1cc2ccccc2o1 (configuration not stated)
→ i | i | i | i | i | i | i | i | i | i | i
58. N#CCSc1nc2ccc(N3CCOCC3)cc2c(=O)n1CCc1ccccc1
→ i | i | i | i | i | i | i | i | i | i | i
59. CCCOc1ccc(N2CC(C(=O)Nc3ccc4c(c3)OCO4)CC2=O)cc1 (configuration not stated)
→ i | i | i | i | i | i | i | i | i | i | i
60. CCC(=O)NC(=S)Nc1ccc(S(=O)(=O)NC(C)=O)cc1
→ i | i | i | i | i | i | i | i | i | i | i
61. Cc1[nH]nc(Nc2ccc(Br)cc2)c1[N+](=O)[O-]
→ i | i | i | i | i | i | i | i | i | i | i
